High-throughput results from PubChem BioAssay.
T cell modulator = T cell immune modulation candidate | 2C CD8+ T cell-vesicle binding, flow cytometry; hits give low values | AID 2052 | calls only at 7 µM | 0.068% of 330,000 active;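 active means response, share of CD8 T cells binding vesicles, and their 90th percentile fluorescence all below set limits, cut at about 80% in these data, passing the limit was not always enough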
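Read-out – percent CD8+ FL2 mean versus row control · System – murine 2C transgenic CD8+ T lymphocytes · Times – 1.5 h cell–vesicle binding at 37 °C, then 20 min icy labelling · Control set – naked vesicles low, QL9 vesicles with vehicle high · Detection – cytometric PE anti-B7-1 and Alexa647 anti-CD8 signals after 1% paraformaldehyde fixation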
NTR1 agonist = NTR1-driven beta-arrestin-GFP spot formation – imaging, U2OS cells, high content, primary screen (AID 493036); activation, % at 20 µM; P30989; agonist mode; 0.17% of 330,000 active;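 active means activation at or above 40% of the spot to cytoplasm intensity ratio, with at least 20 cells analyzed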;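 further: 0% = DMSO without peptide and 100% = 100 nM NTR1 peptide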
Target sequence (P30989 whole entry, looked up): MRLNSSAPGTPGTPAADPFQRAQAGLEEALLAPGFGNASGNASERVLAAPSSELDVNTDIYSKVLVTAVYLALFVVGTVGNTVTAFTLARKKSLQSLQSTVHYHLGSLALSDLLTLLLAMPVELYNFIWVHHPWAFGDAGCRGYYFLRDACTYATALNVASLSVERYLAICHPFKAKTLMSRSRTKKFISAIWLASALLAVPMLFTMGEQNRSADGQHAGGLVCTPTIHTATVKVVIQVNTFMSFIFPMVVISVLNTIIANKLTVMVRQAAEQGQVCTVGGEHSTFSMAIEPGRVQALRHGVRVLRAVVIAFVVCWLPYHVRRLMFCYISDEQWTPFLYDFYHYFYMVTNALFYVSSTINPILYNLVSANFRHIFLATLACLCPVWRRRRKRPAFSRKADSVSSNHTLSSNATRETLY
GPR55 LPI antagonism = inhibition of LPI-stimulated GPR55 beta-arrestin translocation – imaging, U2OS, beta-arrestin-GFP, LPI agonist, primary screen (AID 2013). U2OS GPR55 beta-arrestin-GFP translocation imaging, LPI antagonism; higher % means a stronger effect. inhibition, % at 10 µM; hits with a dose series show IC50 in µM. 0.13% of 290,000 active;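 active means spots per cell inhibited over 60%, with over 100 cells counted and total cytoplasm intensity under 500,000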;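 further: U2OS cells stably carrying GPR55 and arrestin-GFP stimulated by 5 µM LPI near EC80; imaged beta-arrestin-GFP aggregate spots per cell after agonist stimulation; plate controls were LPI-stimulated DMSO wells for no effect and DMSO wells without LPI for full effect; some results filed as inactive read as strong as hits; confirmed hits need IC50 under 10 µM and bright autofluorescent wells are also inconclusive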
PhoP inhibition = inhibitors of PhoP regulon expression, primary screen, Salmonella Typhimurium, GFP reporter (AID 1863) | 0.16% of 300,000 active | one-dose inhibition, % at 50 µM; IC50 in µM for titrated hits | S. Typhimurium PhoP-regulated promoter GFP reporter, 4 h; higher % means a stronger effect;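 active means inhibition over 29.93%, a cutoff 3 SD above the screen mean, later confirmed by dose response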;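 further: 0% = low Mg2+ inducing control and 100% = high Mg2+ repressing control; strong numbers were not always called active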
West Nile antiviral = inhibition of WNV-induced cytopathic effect – cell-based, CPE readout (AID 1621); West Nile virus-infected cells, CPE inhibition; higher % means a stronger effect; CPE inhibition, % at 10 µM, or IC50 in µM where a hit was titrated; 0.02% of 290,000 active; in the data active means a potency from the dose series; further: strong numbers were not always called active
KOR beta-arrestin-1 = KOR antagonists, beta-arrestin recruitment, cell-based, luminescence, uHTS (AID 1778); KOR beta-arrestin recruitment, luminescence, antagonist mode; higher % means a stronger effect; inhibition, % at 10 µM; hits with a dose series show IC50 in µM; 0.091% of 290,000 active; in the data active means inhibition above about 50%; further: strong numbers were not always called active
GPR55 activation = GPR55 agonists via beta-arrestin recruitment, primary screen, imaging, U2OS cells, beta-arrestin-GFP redistribution (AID 1961); U2OS GPR55 beta-arrestin-GFP redistribution imaging; higher % means a stronger effect; activation, % at 10 µM, or EC50 in µM where a hit was titrated; 0.048% of 290,000 active;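 active means activation above 40% with more than 50 cells counted in the well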;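 further: U2OS osteosarcoma cells stably expressing GPR55 and beta-arrestin-GFP; plate controls were DMSO negative control for no effect and LPI positive control for full effect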
KOR beta-arrestin-2 = KOR agonists, beta-arrestin recruitment, primary screen, cell-based, luminescence, uHTS (AID 1777); KOR beta-arrestin recruitment, luminescence; higher % means a stronger effect; one-dose activation, % at 10 µM; EC50 in µM for titrated hits; 0.02% of 280,000 active; in the data active means activation above about 50%, passing the limit was not always enough; further: a part of the inactive calls stands beside numbers as strong as those of hits
GPR35 antagonists = GPR35 antagonists blocking zaprinast-driven arrestin recruitment, primary screen, imaging, U2OS, beta-arrestin-GFP, zaprinast agonist (AID 2058); U2OS GPR35 beta-arrestin-GFP translocation imaging, zaprinast antagonism; higher % means a stronger effect; inhibition, % at 10 µM, or IC50 in µM where a hit was titrated; 0.052% of 290,000 active;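 active means inhibition of at least 50% with at least 30 cells and total cytoplasm GFP at most 10,000,000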
T cell modulator vesicle-bound % = recorded beside T cell modulator, whose call it bears; double positive events, %; measured here: CD8+ vesicle-bound cell fraction;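 binding gate set so that unloaded-vesicle control wells show 10% double positive cells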
NTR1 agonist cell count 20 µM = also measured in NTR1 agonist; calls as there; cell count; measured here: cell count, cytotoxicity flag
Active calls of the source: *; i = inactive; nt = no result given; [ ] = remark or other dose.

The first ten entries, ahead of the listing:
Order of results: T cell modulator, T cell modulator vesicle-bound %, NTR1 agonist, NTR1 agonist cell count 20 µM, GPR55 LPI antagonism, PhoP inhibition, West Nile antiviral, KOR beta-arrestin-1, GPR55 activation, KOR beta-arrestin-2, GPR35 antagonists
O=c1c2ccccc2ncn1-c1ccccc1F
→ i, 44, -1.1, 39, 7%, 3%, 0.3%, -36%[20 µM], -0.1%, nt, 6%
COc1ccc(C(C(O)C(=O)c2c[nH]c3ccccc23)N2CCN(c3ccccc3)CC2)cc1 (stereo unspecified)
→ i, 31, nt, nt, 17%, -2%, nt, -23%, -0.2%, 0.8%, 6%
CCOC(=O)C(=O)Nc1cc(C)nn1-c1nc2ccccc2[nH]1
→ i, 48, 5.7, 58, 4%, -7%, 0.1%, -8%, 0.2%, 0.8%, 7%
O=C(NC1CCCCC1)c1ccc(S(=O)(=O)NCc2ccco2)cc1
→ i, 40, 0.3, 64, -4%, 2%, -0.4%, 36%, -0.2%, -2.9%, 4%
CC1=NN(C(=O)c2ccccc2)C(O)(c2ccc(Br)cc2)C1 (stereo unspecified)
→ i, 24, 0.2, 44, 6%, 5%, -0.7%, 9%, -0.1%, -6.1%, -2%
Cc1ccc(-n2c(N)c(C#N)c(-c3ccccc3)c(C#N)c2=O)cc1
→ i, 58, 3.5, 49, 8%, -4%, 0.9%, -29%, 0.0%, 2.1%, -11%
NCc1ccc(-c2nc3ccccc3o2)cc1
→ nt, nt, nt, nt, 2%, nt, nt, -38%, -0.1%, 3.2%, -6%
CCOC(=O)c1ccc(N2C(=O)C3ON(c4ccccc4)C(c4ccco4)C3C2=O)cc1 (stereo unspecified)
→ i, 37, 8.7, 41, -11%, 3%, 0.1%, 3%, -0.1%, -5.0%, 1%
CC(=O)Nc1ccc(N2C(=O)CSC2c2cccc([N+](=O)[O-])c2)cc1 (stereo unspecified)
→ i, 61, 3.8, 34, 11%, -11%, -0.4%, 26%, 0.0%, -0.2%, 0%
O=C(NCC(c1ccco1)N1CCN(c2ccccc2)CC1)c1ccc2c(c1)OCO2 (stereo unspecified)
→ i, 20, 0.5, 62, 6%, 15%, 0.0%, 5%, -0.3%, -0.8%, -7%

This part in full, repeating the preview:
Order of results: T cell modulator, T cell modulator vesicle-bound %, NTR1 agonist, NTR1 agonist cell count 20 µM, GPR55 LPI antagonism, PhoP inhibition, West Nile antiviral, KOR beta-arrestin-1, GPR55 activation, KOR beta-arrestin-2, GPR35 antagonists
O=c1c2ccccc2ncn1-c1ccccc1F
→ i, 44, -1.1, 39, 7%, 3%, 0.3%, -36%[20 µM], -0.1%, nt, 6%
COc1ccc(C(C(O)C(=O)c2c[nH]c3ccccc23)N2CCN(c3ccccc3)CC2)cc1 (stereo unspecified)
→ i, 31, nt, nt, 17%, -2%, nt, -23%, -0.2%, 0.8%, 6%
CCOC(=O)C(=O)Nc1cc(C)nn1-c1nc2ccccc2[nH]1
→ i, 48, 5.7, 58, 4%, -7%, 0.1%, -8%, 0.2%, 0.8%, 7%
O=C(NC1CCCCC1)c1ccc(S(=O)(=O)NCc2ccco2)cc1
→ i, 40, 0.3, 64, -4%, 2%, -0.4%, 36%, -0.2%, -2.9%, 4%
CC1=NN(C(=O)c2ccccc2)C(O)(c2ccc(Br)cc2)C1 (stereo unspecified)
→ i, 24, 0.2, 44, 6%, 5%, -0.7%, 9%, -0.1%, -6.1%, -2%
Cc1ccc(-n2c(N)c(C#N)c(-c3ccccc3)c(C#N)c2=O)cc1
→ i, 58, 3.5, 49, 8%, -4%, 0.9%, -29%, 0.0%, 2.1%, -11%
NCc1ccc(-c2nc3ccccc3o2)cc1
→ nt, nt, nt, nt, 2%, nt, nt, -38%, -0.1%, 3.2%, -6%
CCOC(=O)c1ccc(N2C(=O)C3ON(c4ccccc4)C(c4ccco4)C3C2=O)cc1 (stereo unspecified)
→ i, 37, 8.7, 41, -11%, 3%, 0.1%, 3%, -0.1%, -5.0%, 1%
CC(=O)Nc1ccc(N2C(=O)CSC2c2cccc([N+](=O)[O-])c2)cc1 (stereo unspecified)
→ i, 61, 3.8, 34, 11%, -11%, -0.4%, 26%, 0.0%, -0.2%, 0%
O=C(NCC(c1ccco1)N1CCN(c2ccccc2)CC1)c1ccc2c(c1)OCO2 (stereo unspecified)
→ i, 20, 0.5, 62, 6%, 15%, 0.0%, 5%, -0.3%, -0.8%, -7%
NC1=NC(=O)C(Cc2cc(Cl)ccc2Cl)S1 (stereo unspecified)
→ i, 13, 1.0, 91, 1%, 2%, 0.5%, 15%, 0.2%, -2.9%, 6%
CCN(CC(=O)Nc1ccc(C(=O)Nc2ccc(OC)cc2)cc1)Cc1nc2ccccc2c(=O)[nH]1
→ i, 15, 1.0, 65, 4%, -10%, 0.3%, 3%, 0.3%, 5.8%, -7%
COC(=O)c1ccc(N2CCOCC2)c(NC(=O)c2cccnc2)c1
→ i, 55, -1.6, 40, 8%, 1%, 0.0%, -30%, -0.1%, -2.3%, 9%
CCN(CCCNC(=O)COc1cc(=O)n(C)c2ccccc12)c1ccccc1
→ i, 31, -1.6, 94, -20%, 2%, 0.3%, -29%, 0.5%, 8.4%, 7%
Cc1ccc(CNC(=O)c2ccc(Br)o2)cc1
→ nt, nt, 2.4, 35, -10%, 25%, -0.7%, -12%, -0.2%, -3.1%, 26%
CC(=O)NCCC(=O)Nc1nc(C)c(Cc2ccc3c(c2)OCO3)s1
→ i, 62, -0.7, 77, 9%, 2%, -0.7%, -30%, 0.1%, 9.1%, -3%
O=C(N/N=C/c1ccccc1Br)c1ccc(CSc2cccc3cccnc23)cc1
→ i, 38, -3.1, 97, -3%, 0%, 0.6%, -8%, -0.1%, -6.6%, 7%
COc1ccccc1OCC(=O)NC1CCCc2ccccc21 (stereo unspecified)
→ i, 27, 6.3, 53, -1%, -2%, -0.4%, -6%, 0.1%, -0.3%, -4%
CN(C)C(=O)c1cc(C(=O)c2ccc(F)cc2Cl)c[nH]1
→ i, 60, -2.2, 93, 3%, 0%, 0.6%, 26%, 0.0%, -2.7%, 2%
Cn1c(=O)c2c(nc(NCCc3ccccc3)n2Cc2ccccc2)n(C)c1=O
→ i, 26, 4.8, 42, 4%, 7%, -0.2%, 1%, -0.1%, -1.0%, -9%
COc1ccc(CNC(=O)C2CCN(S(=O)(=O)c3ccc4c(c3)C(C)(C)C(=O)N4C)CC2)cc1
→ i, 40, 0.4, 72, 5%, nt, -0.8%, -19%[20 µM], -0.1%, -1.4%, -10%
CCOc1ccccc1C(=O)Nc1ccc(C(=O)c2ccccc2)cc1
→ i, 42, 2.6, 60, 2%, 1%, 0.3%, -17%, -0.3%, -1.7%, 23%
Cc1[nH]n(C(N)=S)c(=O)c1N=Nc1ccc(Br)cc1
→ i, 40, -0.9, 54, 7%, 6%, 0.3%, 38%, 0.0%, -2.9%, -14%
O=C(/C=C/c1ccc([N+](=O)[O-])cc1)OCc1cnc(-c2ccccc2)o1
→ i, 48, -0.3, 49, 17%, 2%, -0.3%, 8%, 0.2%, -0.6%, -7%
CCOC(=O)c1nnn(CC(=O)Nc2cc(Cl)ccc2C)c1C(=O)OCC
→ i, 43, -0.7, 40, 12%, -2%, 0.2%, -16%, 0.2%, 3.6%, -5%
Cc1cc(C)cc(NC(=S)NN)c1
→ i, 24, 0.9, 57, 6%, 4%, -0.6%, 12%, -0.3%, -2.0%, 0%
CC(=O)Nc1ccc(N2CCCCC2)cc1
→ i, 6, 1.8, 49, 11%, 0%, 1.3%, 26%, -0.1%, -1.0%, 4%
COCCOC(=O)C1=C(C)Nc2ncnn2C1c1ccc(F)cc1 (stereo unspecified)
→ i, 26, 4.4, 75, -9%, 8%, -0.5%, -9%, -0.1%, -0.1%, 11%
C=CCSc1nnnn1-c1ccc(OC)cc1
→ i, 38, 0.1, 105, 10%, 12%, 0.6%, 22%, 0.0%, 0.3%, -2%
Cn1cccc1C(C#N)c1ccccc1C#N (stereo unspecified)
→ i, 42, -0.7, 36, 14%, 1%, -0.6%, 9%, 0.6%, -5.2%, 10%
CCCSC(=S)c1c(C)[nH]n(-c2ccccc2)c1=O
→ i, 49, 0.2, 55, 8%, -13%, -0.7%, 6%, -0.2%, nt, 1%
COc1ccc(/C(O)=C2/C(=O)C(=O)N(c3ccccn3)C2c2ccc(OC)c(OC)c2)cc1 (stereo unspecified)
→ i, 28, 1.1, 49, -7%, -3%, 1.4%, -4%, 0.5%, nt, 15%
COc1cccc(NC(=O)C(c2ccccc2)N2CCCCC2)c1 (stereo unspecified)
→ i, 39, 1.0, 46, 10%, 2%, -0.7%, 1%, 0.2%, -2.3%, -14%
COCCOC(=O)C1=C(C)N(c2ccccc2)C(=O)NC1c1cccc([N+](=O)[O-])c1 (stereo unspecified)
→ i, 44, 2.5, 64, -10%, -1%, 0.5%, -6%, 0.3%, 3.3%, 2%
O=C1CCC(c2ccccc2)=NN1Cc1c(F)cccc1Cl
→ i, 41, 5.4, 54, 0%, -9%, -0.6%, 15%, -0.1%, -3.9%, -1%
CCOCCCNC(=O)C(c1ccc(OC)cc1)N(Cc1ccc2c(c1)OCO2)C(=O)CNC(C)=O (stereo unspecified)
→ i, 29, 2.8, 63, -6%, 2%, 0.2%, -27%, -0.5%, -0.2%, 7%
CCC(=O)Nc1ccc(C(=O)Nc2cc(C)on2)cc1
→ i, 40, -3.0, 75, 1%, 9%, 0.2%, -14%, 0.0%, 0.1%, -10%
COc1cccc(NC(=O)COc2ccc3c(c2)CCC3)c1
→ i, 45, 3.6, 58, 2%, -10%, -0.4%, -4%, -0.2%, -0.2%, 0%
COc1ccc(OC)c(NC(=O)CC(NC(C)=O)c2ccccc2)c1 (stereo unspecified)
→ i, 41, -0.5, 53, 1%, -8%, 0.6%, -2%, -0.3%, -1.7%, 16%
CCCC(=O)N(Cc1cc(=O)[nH]c2ccccc12)c1ccccc1OC
→ i, 23, 0.2, 56, -2%, 10%, -0.4%, 41%, 1.7%, -2.5%, 12%
COc1ccc(C(=O)Nc2ccccc2[N+](=O)[O-])cc1S(=O)(=O)N1CCOCC1
→ i, 64, 1.6, 73, 10%, -6%, 2.1%, -3%, -0.1%, -2.5%, -3%
Cc1ccccc1OCCCCn1c(CO)nc2ccccc21
→ i, 47, 4.4, 51, -4%, 12%, nt, -5%, 1.1%, 0.4%, 1%
COC(=O)c1[nH]c2ccc(C)cc2c1NC(=O)Nc1ccccc1OC
→ i, 18, 1.4, 45, 10%, 1%, 0.1%, 10%, -0.2%, 4.6%, 9%
Cc1nc(SCc2ccc(C#N)cc2)n[nH]1
→ i, 18, 0.5, 58, -18%, -6%, -0.1%, -13%[20 µM], -0.1%, -0.3%, 6%

Outcome played no part in choosing rows. Share with any hit: about 0.62%.
